High-throughput results as filed in PubChem.
Lipid storage S3 = qHTS Assay for Lipid Storage Modulators in Drosophila S3 Cells; Drosophila S3 cells, BODIPY lipid droplet fluorescence, 18-24 h; cells fed with added oleic acid; lipid storage change, negative = inhibition, % at the top dose, mostly 46.1 µM; hits show Potency in µM; 0.64% of 320,000 active; active = well fitted inhibition curve with a large enough effect in the signal ratio, with a control signal flat, not every such curve was filed as active; inconclusive = small, poorly fitted or top-dose-only effect, or effect the other way, or a change in a side signal; the % refers to the signal ratio
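Laser-scanning cytometry quantifies lipid droplet accumulation (500–530 nm total intensity; droplet/cell object ratio) in oleic acid-fed (400 uM added) Drosophila S3 cells treated with a concentration series. 20 uM Triacsin C defined 100% inhibition.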
Lipid storage S3 cell count max = also measured in Lipid storage S3; calls as there; cell number change, %; measured here: cell count max response;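 cells counted by Cell Tracker Red CMTPX staining in the red channel; peak over a dose series mostly up to 46.1 µM; percent activity relative to internal control wells on each plate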
* hit, by the source's call; i = inactive; ? = inconclusive; nt = no result given. % is scaled to controls: 0 for no effect and ±100 for the full control effect; potency is read from the fitted curve at half-maximal effect. This is a subset, so the mix of outcomes need not match the whole.

SMILES	Lipid storage S3	Lipid storage S3 cell count max
CN1C(=O)C(=O)/C(=C(/O)c2ccc(Br)cc2)C1c1cccc([N+](=O)[O-])c1 (configuration not stated)	-20%	2
O=[N+]([O-])c1cccc(C2=NCCS2)c1	25%	-12
Cc1nc2nc3c(cn2n1)C(=O)CC(c1ccccc1)C3 (configuration not stated)	22%	-9
O=C(NC1CCCc2ccccc21)c1n[nH]c(=O)c2ccccc12 (configuration not stated)	?	nt
Cc1ccc(C2C=NN(c3ccccc3)C2=O)cc1 (configuration not stated)	?	nt
O=C(Nc1nnc(CCN2CCCCC2)s1)c1ccc(Cl)cc1Cl	-11%	1
Cc1ccc(C(=O)C(C)OC(=O)C2CCN(c3ccc(C(F)(F)F)cn3)CC2)cc1C (configuration not stated)	?	nt
CC(/C=C/c1ccc(O)cc1)=N/O	-22%	nt
O=C(Nc1ccccc1)N1CCC(c2nc(-c3ccc(S(=O)(=O)N4CCOCC4)cc3)no2)CC1	12%	-6
CCOC(=O)c1ccc2c(c1)nc(COc1ccc(OC)cc1)n2CC	?	nt
Cc1ccc(CNC2=NCCCCC2)n1C	?	nt
CC(=O)N(C)c1ccc(NC(=O)Nc2ccc(C)c(C)c2)cc1	-15%	1
COc1cccc(OC)c1C1=CC(=O)C[C@H](c2ccc3c(c2)OCO3)C1	?	nt
CC(=Nc1ccccc1)C1=C(O)CCCC1=O	-16%	-14
CCN(CC1CCCO1)C(=O)c1cc(COc2ccc(F)cc2F)on1 (configuration not stated)	i	nt
Cc1ccc(Cn2ccc(NC(=O)CCSc3nc(-c4ccco4)cc(C(F)(F)F)n3)n2)cc1	?	nt
COCc1cc(C)nc(Oc2ccccc2)c1C#N	9%	16
CCOCC(=O)N(CC)Cc1ccccc1	17%	1
CC(=O)N/C(=C/c1ccc2c(c1)OCO2)C(=O)NCC(=O)O	-3%	0
COc1ccc(/C=C2\N=C(c3ccccc3)NNC2=O)cc1	1%	13
O=C(OCc1ccccc1)N1CCOCCOCCN(C(=O)OCc2ccccc2)CCOCCOCC1	?	nt
CC1CCN(S(=O)(=O)c2ccc(NC(=O)CNC3CCCCC3)cc2)CC1	?	nt
CC1(C)CC(=O)C(C(=O)CCCCC(=O)C2C(=O)CC(C)(C)CC2=O)C(=O)C1	?	nt
CCOc1ccc(C(=O)COC(=O)Cn2cnc3c2c(=O)n(C)c(=O)n3C)cc1	1%	1
O=C(CSc1nnc(NC(=O)c2c(F)cccc2F)s1)NCC1CCCO1 (configuration not stated)	?	nt
CC[n+]1ccc(C)c2cc(S(=O)C(F)(F)F)ccc21 (configuration not stated)	13%	12
Cc1ccc2[nH]c(=O)c(Cc3ccccc3)c(O)c2c1	-7%	-3
CCOc1ccc(CN(C)C(=O)CNC(=O)c2sc3ccccc3c2Cl)cc1	-20%	26
Nc1ccc(Cc2nc3c(ccc4ccccc43)[nH]2)cc1	1%	-17
CCN(CC)C(=O)c1cc2c(=O)n3cccc(C)c3nc2n1C	?	nt
CC(C)OC(=O)C(CC(=O)O)NCc1ccccc1 (configuration not stated)	?	nt
CC(C)C[C@H](NC(=O)N1CCn2c1nc1ccccc12)C(=O)NC1CC1	?	nt
COc1ccc(N2C(=O)NC(NC(=O)c3cccnc3)(C(F)(F)F)C2=O)cc1 (configuration not stated)	?	nt
CCOc1cc(C2/C(=C(/O)c3ccc(OC)cc3)C(=O)C(=O)N2CC2CCCO2)ccc1O (configuration not stated)	15%	-4
CCOC(=O)c1c(C)[nH]c(N=Nc2ccc(OC)cc2)c1C	?	nt
CCOC(=O)C1(CCOc2ccccc2)CCN(Cc2cccc(OCCO)c2)CC1	?	nt
O=C(CSc1ncn(-c2ccccc2)n1)c1cccs1	?	nt
N/C(=N\OC(=O)c1cc(Br)ccc1Cl)c1cccnc1	-2%	3
CC(NC(=O)c1ccco1)C(=O)N1CCN(C(c2ccccc2)c2ccccc2)CC1 (configuration not stated)	?	nt
Cc1ccc(OC(=O)Nc2ccccc2)cc1	?	nt
COCCN(C(=O)CCC(=O)Nc1ccccn1)C(C(=O)NC1CCCC1)c1ccc(OC)cc1 (configuration not stated)	-1%	17
CCN(CC)S(=O)(=O)c1cccc(C(=O)N2CCCc3ccccc32)c1	?	nt
CCCC(=O)NC(c1ccc(OCC)cc1)c1ccc(OC)c(OC)c1 (configuration not stated)	4%	23
Cc1ccc([N+](=O)[O-])c(OCCN2CCC(Cc3ccccc3)CC2)c1	?	nt
O=C(NCCCCO)C(F)(F)C(F)(F)C(F)(F)C(=O)NCCCCO	?	nt
CCN(C1CCS(=O)(=O)C1)S(=O)(=O)c1cccc([N+](=O)[O-])c1 (configuration not stated)	?	nt
Cc1nnc(N2CCCC(C(=O)NCc3ccccc3F)C2)c2nn(-c3ccccc3)c(C)c12 (configuration not stated)	?	nt
COc1ccc(CCN=Cc2ccc(O)cc2)cc1OC	8%	14
Cc1cccc(-n2ncc3c(NCc4ccc5c(c4)OCO5)ncnc32)c1	?	nt
Cc1ccc(CC2CC(=O)N(c3ccncc3)C2=O)cc1 (configuration not stated)	?	nt
COc1cccc(C2=CC(c3ccc(N(C)C)cc3)n3ncnc3N2)c1 (configuration not stated)	?	nt
COc1ccc(CSC2=NCCN2)cc1Br	-2%	2
Cc1cnc(C(=O)OCC(=O)c2ccc(Br)s2)cn1	?	nt
CCC(C(=O)OC)n1cnc2c(nnn2-c2ccc(F)cc2)c1=O (configuration not stated)	3%	-5
CCSc1nnc(SCC(=O)N2CCN(C(=O)c3ccco3)CC2)s1	-1%	-29
CCCC(c1nnnn1Cc1ccco1)N1CCN(C2CCCC2)CC1 (configuration not stated)	?	nt
COc1ccc(CNC(=O)Cn2cc(C(F)(F)F)ccc2=O)cc1OC	?	nt
O=C(Nc1nccs1)C1CCCN1/C=C/C(=O)C(F)(F)F (configuration not stated)	i	19
Cc1csc(NC(=O)CSc2nnc(-c3ccoc3C)n2Cc2ccco2)n1	?	nt
Cc1cc(=O)[nH]c(-c2ccccc2O)n1	-10%	-1
(continued)
SMILES	Lipid storage S3	Lipid storage S3 cell count max
COc1ccc(C(=O)Nc2ccc(Oc3ncnc4sc(-c5ccccc5)cc34)cc2)cc1OC	10%	11
CCN(CC)CCNC(=O)c1ccc(CS(=O)(=O)c2ccc(Br)cc2)o1	5%	-2
Cc1nnc(SCC(N)=O)n1CCc1ccccc1	3%	-12
CC(C)CNC(=O)c1ccccc1NC(=O)CN(c1ccccc1)S(=O)(=O)N(C)C	5%	8
CC(=O)CC[C@@H](C)O[C@@H]1OC(C)[C@H](O)CC1O (some centres not stated)	i	8
CCOC(=O)C1CCN(c2nc3ccccc3nc2C(C#N)C(=O)OC(C)COC)CC1 (configuration not stated)	i	nt
COc1ccccc1-c1cn[nH]c1-c1ccc(OCc2ccccc2F)cc1O	?	nt
O=C(c1nc2ccc(Cl)cn2c1CN1CCCC1)N1CCc2ccccc2C1	?	nt
N=c1oc2ccccc2cc1C(=O)NCc1ccccc1	-17%	15
Cc1ccc(-c2cnc(NCc3cc4c(cc3[N+](=O)[O-])OCO4)n2C)cc1C	-9%	-4
COc1ccc(CNc2cc(C)cc(C)c2)cc1OC	?	nt
CCSc1nnc(Nc2ccccc2)s1	17%	-23
CCOC(=O)C1=C(C)NC2=C(C(=O)CCC2)C1c1ccc(O)c(OCC)c1 (configuration not stated)	5%	7
Cc1ccc(OCC(=O)N2CCC(Cc3ccccc3)CC2)c([N+](=O)[O-])n1	?	nt
COc1ccc2nc(SCC(=O)NC3CCCC3)c(C)cc2c1	i	-7
O=C(CC1(C(F)(F)F)OCCO1)Nc1ccc2c(c1)OCO2	?	nt
CS(=O)(=O)c1ccc2nc(NC(=O)CS(=O)(=O)Cc3ccccc3)sc2c1	8%	2
Cc1ccc(N=Nc2c(N)nn(-c3ccccc3)c2N)cc1	?	nt
Cc1ccc(S(=O)(=O)NC(=O)N(C)C2CCCCC2)cc1	-16%	14
Cc1ccc(CSc2nnc(NC(=O)C3COc4ccccc4O3)s2)cc1 (configuration not stated)	10%	-2
CCC(=O)Nc1nc(-c2ccccc2)nc(SC)c1C(C)=O	?	nt
CCC(=O)Nc1ccc(NC(=O)c2ccco2)cc1	?	nt
C=CCn1c(=O)c2ccccc2n2c(SCC(=O)/C(C#N)=C(\C)N)nnc12	?	nt
Cc1ccc(N(CC(=O)NC2CCCC2)C(=O)CCC(=O)Nc2ccccn2)cc1C	i	6
CCC(=O)Nc1ccc(NC(=O)CSc2nnc(-c3ccc(O)cc3)n2CC2CCCO2)cc1 (configuration not stated)	14%	21
O=C(NCCO)N1c2ccccc2Sc2ccccc21	-2%	3
Cc1ccc(NC(=S)NCc2ccc3c(c2)cc(C)n3C)c(C)c1	?	nt
Cc1cc(NS(=O)(=O)c2ccc(NC(=S)NC(=O)c3ccc(Br)cc3)cc2)no1	10%	10
CN1CCC(N(C)C(=O)c2cc(=O)c3ccccc3o2)CC1	?	nt
CCOc1ccc(NC(=O)CCNS(=O)(=O)c2ccc3c(c2)CCC(=O)N3)cc1	10%	3
O=C(NC1=NCCS1)C1Cc2ccccc2CN1C(=O)c1ccccc1 (configuration not stated)	?	nt
CN(C)c1ccc(/C=N/NC(=O)c2cccc(C(=O)N/N=C/c3ccc(N(C)C)cc3)n2)cc1	-1%	7
CCn1c(SCC(=O)Nc2cc(C)ccc2C)nc2c(c1=O)SC(C)C2 (configuration not stated)	?	nt
COC(=O)c1sc2nc3c(cc2c1N)CCCC3	5%	6
C=CCn1c(SCCN2CCCC2)nc2c([nH]c3ccccc32)c1=O	?	nt
COC(=O)c1[nH]c2ccccc2c1NC(=O)CN1CCN(c2cccc(OC)c2)C(C)C1 (configuration not stated)	?	nt
CC(=O)N1CCN(c2ccccc2NC(=O)COc2ccc(Cl)cc2Cl)CC1	?	nt
O=C(O)CCCC(=O)N1CCCC1	?	nt
COc1ccccc1NC(=O)CNC(=O)c1ccc(Br)o1	3%	0
Cc1ccc(-c2nn(-c3ccccc3)cc2/C=N/NS(=O)(=O)c2ccccc2)cc1	?	nt
N#Cc1c(NC(=O)CSc2ncn(-c3ccccc3)n2)sc2c1CCCC2	?	nt
Cc1c(NC(=O)c2cc(-n3cnnc3)ccc2Cl)cccc1-c1nc2ccccc2o1	-1%	-24
COCCNC(=O)c1cccc(OC2CCN(Cc3ccc(C(C)C)cc3)CC2)c1	?	nt
Cn1cnnc1Sc1ccc(C(=O)OCC(=O)NC2CC2)cc1[N+](=O)[O-]	?	nt
CCc1ccccc1NC(=O)CN(C)C(=O)Cn1ncc(Cl)c(Cl)c1=O	?	nt
Cc1cccc(C2CC3(CC(C)(C)NC(=S)N3)Oc3cc(O)ccc32)c1 (configuration not stated)	?	nt
CCCCn1c(N)c(N(C)C(=O)c2ccc(Br)o2)c(=O)[nH]c1=O	?	nt
COc1ccccc1C(=O)NCC(=O)OCC(=O)c1ccc(Cl)s1	?	nt
COc1ccc(C(=O)N(CCc2ccccc2)Cc2ccccc2)cc1S(=O)(=O)N1CCOCC1	?	nt
O=C(NC(Cc1ccccc1)C(=O)O)/C(=C\c1ccc(F)cc1)NC(=O)c1ccccc1 (configuration not stated)	18%	-17
Cc1cc(NC(=O)c2ccc(NC(=O)c3cccs3)cc2)no1	-5%	-7
COc1ccc(C(=O)CCC(C)(C)[N+](=O)[O-])cc1OC	?	nt
CCN1CCN(CCc2nc3cc(NC(=O)COc4ccc(Cl)cc4)ccc3n2C)CC1	2%	6
CCOCCCNC(=O)C1(O)c2cc(Br)ccc2NC(=O)N1c1ccc(OCC)cc1 (configuration not stated)	9%	19
COc1cc(C(=O)N/N=C/C2CC=CCC2)cc(OC)c1OC (configuration not stated)	?	nt
Cc1cccc2sc(N(CCN3CCOCC3)C(=O)CCS(=O)(=O)c3ccccc3)nc12	?	nt
COc1ccc(NC(=S)NC(C)C(c2ccccc2)N2CCOCC2)cc1 (configuration not stated)	?	nt
CCC1=NN(C(=O)c2ccc(Cl)cc2)C(O)(c2ccccc2)C1 (configuration not stated)	?	nt

Nothing new here: 16 of the compounds above.
SMILES	Lipid storage S3	Lipid storage S3 cell count max
Cc1ccc(C2C=NN(c3ccccc3)C2=O)cc1 (configuration not stated)	?	nt
O=C(Nc1nnc(CCN2CCCCC2)s1)c1ccc(Cl)cc1Cl	-11%	1
Cc1ccc(C(=O)C(C)OC(=O)C2CCN(c3ccc(C(F)(F)F)cn3)CC2)cc1C (configuration not stated)	?	nt
CC(/C=C/c1ccc(O)cc1)=N/O	-22%	nt
O=C(Nc1ccccc1)N1CCC(c2nc(-c3ccc(S(=O)(=O)N4CCOCC4)cc3)no2)CC1	12%	-6
CCOC(=O)c1ccc2c(c1)nc(COc1ccc(OC)cc1)n2CC	?	nt
Cc1ccc(CNC2=NCCCCC2)n1C	?	nt
CC(=O)N(C)c1ccc(NC(=O)Nc2ccc(C)c(C)c2)cc1	-15%	1
COc1cccc(OC)c1C1=CC(=O)C[C@H](c2ccc3c(c2)OCO3)C1	?	nt
CC(=Nc1ccccc1)C1=C(O)CCCC1=O	-16%	-14
CCN(CC1CCCO1)C(=O)c1cc(COc2ccc(F)cc2F)on1 (configuration not stated)	i	nt
Cc1ccc(Cn2ccc(NC(=O)CCSc3nc(-c4ccco4)cc(C(F)(F)F)n3)n2)cc1	?	nt
COCc1cc(C)nc(Oc2ccccc2)c1C#N	9%	16
CCOCC(=O)N(CC)Cc1ccccc1	17%	1
CC(=O)N/C(=C/c1ccc2c(c1)OCO2)C(=O)NCC(=O)O	-3%	0
COc1ccc(/C=C2\N=C(c3ccccc3)NNC2=O)cc1	1%	13
